Source: PubChem
PKA-R2B activ = activators of human PKA-R2B complex; P22694+P31323; PKA-R2B holoenzyme dissociation, Cy5-IP20 fluorescence polarization; R2B truncated from residue 108, S112A mutant; 0% DMSO only, 100% 113 µM cGMP; activation, % at 11.4 µM; hit rate 0.079% among 340,000; AID 504700;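 active means activation above a cutoff set at the mean over all compounds plus 3 SD, cut at about 18% in these data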;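 further: higher means more holoenzyme dissociation and a rise in polarization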
PKA-R1A activ = PKA-R1A complex activation. P00514+P68181. PKA-R1A dissociation, Cy5-IP20 fluorescence polarization; scaled: DMSO 0%, 113 µM cGMP 100%. activation, % at 11.4 µM. hit rate 0.083% among 340,000. AID 504707;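 active means percent activation above the mean of all tested compounds plus 3 SD, cut at about 19% in these data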;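 further: higher means more PKAc released from R1A so a rise in polarization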
HTR5A ag = HTR5A agonism, opioid heterodimer counter-screen | P47898 | hit rate 0.61% among 340,000 | AID 504692 | HTR5A agonist assay, luminescence, cell-based | activation, % at 9.3 µM; in the data active means activation mostly above about 9.5%, no sharp cut-off; inactive means mostly below about 7.6%;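 further: 0% = cells with vehicle only and 100% = reference agonist; strong numbers were not always called active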
V-ATPase pH = yeast V-ATPase proton transport regulation by pHLuorin | AID 504577 | S. cerevisiae, pHLuorin cytosolic pH fluorescence | hit rate 0.37% among 350,000 | response, % at 10 µM; in the data active means response mostly above about 7.3%, no sharp cut-off; inactive means mostly below about 5.4%; further: actives read high; inactives centre near 0; some compounds called inactive have numbers as strong as hits; reference of the scale not given here
Arrestin-AP2 inh = blocks beta-arrestin peptide binding to AP2 adaptin | FITC-arrestin peptide / GST-AP2 beads, flow cytometry; AP2 beta2 appendage carries R879A mutation | inhibition, % at 10 µM | hit rate 0.31% among 340,000 | AID 504490;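 active means inhibition above a set limit, near 3 SD of compounds lacking own fluorescence, cut at about 54% in these data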;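 further: plate controls were DMSO wells for no effect and 5 µM unlabelled arrestin peptide for full effect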
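System: GST-AP2 R879A glutathione beads; medium: PBS, Tween 20 0.05%, BSA 0.1%; reagent: fluorescein-tagged arrestin peptide at 50 nM final; schedule: pre-incubation 12 min, peptide binding 1 h, room temperature; detection: flow cytometry, FL1 (488/535 nm); read-out: inhibition as reduced fluorescein signal on beads, percent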
DAGLB inh = diacylglycerol lipase beta (human) inhibition; Q8NCG7; HEK293T DAGLB membrane lysate, EnzChek fluorogenic substrate; inhibition, % at 5.17 µM; hit rate 0.059% among 340,000; AID 504411; in the data active means inhibition above about 34%;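 further: 0% = enzyme with vehicle and 100% = wells lacking enzyme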
MOR-DOR inv ag = mu-delta opioid heterodimer inverse agonism; hit rate 0.21% among 340,000; cell-based MOR-DOR heterodimer luminescence; P35372+P41143; inhibition, % at 9.3 µM; in the data active means inhibition above about 22%, passing the limit was not always enough;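 further: 0% = cells with DMSO and 100% = wells without cells with DMSO; values of inactives mirror those of a sister screen read the other way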
Pemphigus Ab inh = inhibitors of pemphigus antibody binding to human desmoglein-3 | P32926 | DSG3-coupled beads, scFv-anti-DSG3-GFP binding, flow cytometry; hits give low values | binding (percent of control), % at 10 µM | hit rate 0.48% among 310,000;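 active means binding more than 3 SD below its plate's average and above zero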;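 further: hits lower antibody fragment binding to DSG3; some compounds called inactive have numbers as strong as hits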
Target sequence (P32926 whole entry, looked up, the tested form may be a part): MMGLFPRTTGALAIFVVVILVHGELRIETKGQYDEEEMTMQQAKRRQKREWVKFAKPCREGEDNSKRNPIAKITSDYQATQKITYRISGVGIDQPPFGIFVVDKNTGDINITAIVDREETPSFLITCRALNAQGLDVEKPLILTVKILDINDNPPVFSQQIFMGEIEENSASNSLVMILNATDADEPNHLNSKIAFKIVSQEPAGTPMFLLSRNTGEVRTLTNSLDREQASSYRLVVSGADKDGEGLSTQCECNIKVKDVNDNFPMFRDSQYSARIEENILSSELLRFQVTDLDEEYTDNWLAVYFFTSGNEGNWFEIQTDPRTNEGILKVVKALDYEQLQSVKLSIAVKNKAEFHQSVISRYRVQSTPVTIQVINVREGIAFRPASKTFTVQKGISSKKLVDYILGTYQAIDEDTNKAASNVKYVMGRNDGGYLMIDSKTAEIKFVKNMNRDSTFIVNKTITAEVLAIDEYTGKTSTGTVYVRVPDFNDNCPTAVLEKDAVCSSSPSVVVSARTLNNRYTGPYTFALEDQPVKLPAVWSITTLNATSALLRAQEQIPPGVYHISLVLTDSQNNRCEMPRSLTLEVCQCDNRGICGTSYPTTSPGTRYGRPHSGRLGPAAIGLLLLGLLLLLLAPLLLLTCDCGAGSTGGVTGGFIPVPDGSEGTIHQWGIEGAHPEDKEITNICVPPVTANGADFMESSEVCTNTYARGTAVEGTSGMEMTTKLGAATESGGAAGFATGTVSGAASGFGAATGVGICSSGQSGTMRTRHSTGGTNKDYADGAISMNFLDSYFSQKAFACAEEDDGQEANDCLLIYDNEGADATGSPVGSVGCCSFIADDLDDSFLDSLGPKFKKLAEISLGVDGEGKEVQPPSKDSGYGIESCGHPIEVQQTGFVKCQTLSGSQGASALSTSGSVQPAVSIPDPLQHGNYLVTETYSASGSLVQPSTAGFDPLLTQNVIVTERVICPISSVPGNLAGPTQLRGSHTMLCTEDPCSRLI
HTR5A inv ctr = HTR5A inverse agonism, opioid heterodimer counter-screen. AID 504634. HTR5A cell line, luminescence. hit rate 0.083% among 340,000. inhibition, % at 9.3 µM. P47898; in the data active means inhibition mostly above about 23%, no sharp cut-off; inactive means mostly below about 18%;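 further: 0% = cells with DMSO and 100% = no-cell wells with DMSO; some compounds called inactive have numbers as strong as hits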
MOR-DOR ag = agonists of human mu-delta opioid receptor heterodimerization; P35372+P41143; cells, OPRM1-OPRD1 heterodimerization, luminescence; activation, % at 9.3 µM; hit rate 0.3% among 340,000; in the data active means activation above about 18%;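 further: 0% = vehicle-treated cells and 100% = reference agonist; values of inactives mirror those of a sister screen read the other way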
Starred values were filed as active, the others as inactive; x = not tested or not shown.

SMILES	PKA-R2B activ	PKA-R1A activ	HTR5A ag	V-ATPase pH	Arrestin-AP2 inh	DAGLB inh	MOR-DOR inv ag	Pemphigus Ab inh	HTR5A inv ctr	MOR-DOR ag
CCC(=O)N1CCc2cc(S(=O)(=O)N(C)c3ccc(OC)cc3OC)ccc21	0	0	3	0	4	0	5	103	-12	-1.0
O=C(NCc1ccco1)C(=O)NCC1OCCN1S(=O)(=O)c1ccccc1 (configuration not stated)	-2	-3	-3	-1	20	0	5	106	7	-0.9
O=C(CN1C(=O)c2ccccc2C1=O)OCC(=O)N1CCN(c2ccccc2)CC1	-2	11	3	0	-4	1	-5	77	-10	0.8
CCCCCCCC(=O)Nc1cc(C(=O)NCCC)ccc1N1CCC2(CC1)CC(c1ccccc1)=NO2	-8	1	2	8	-3	-3	4	100	1	-0.7
CCN(CC)C(=O)C1=C(C)N(CCCOC)C(=O)C(CC(=O)NCCCCc2ccccc2)C1 (configuration not stated)	6	-6	x	-1	x	3	x	x	x	x
Cc1cc(=O)[nH]c(N/N=C/c2c(O)n(-c3ccccc3)c(=O)c3ccccc23)n1	1	-12	-3	-2	-21	4	-11	102	9	2.1
O=C(COC(=O)c1cccc(OC(F)F)c1)NC(=O)NC1CCCCC1	-20	-5	7	-3	7	2	-53	107	-18	10
Cc1cccc2nc(CSc3nncn3-c3ccccc3)cn12	3	6	-2	3	-3	-18	15	106	7	-2.8
N#CCN1C(=S)N=C(Nc2cccc(Cl)c2)C12CCCCC2	3	-10	1	-4	-1	-3	2	107	-10	-0.5
CC(=O)Nc1ccc(N/C=C/C(=O)c2ccco2)cc1	-2	3	-11	1	6	0	15	103	-1	-2.7
O=C(O)Cn1cnc2ccccc2c1=O	5	-1	0	1	-1	3	16	99	6	-2.9
CCCCCOc1ccc(C(O)C(CN2CCOCC2)c2ccccc2)cc1 (configuration not stated)	6	4	3	2	-15	-5	-19	115	-12	3.9
Cc1ccc(-n2nc(C(=O)O)c(O)cc2=O)cc1	0	-10	6	-3	8	-1	14	103	-15	-2.9
CCN(CC)S(=O)(=O)c1ccc(C(=O)NCCCn2ccnc2)cc1	-5	-18	3	-2	-7	1	13	103	7	-2.6
Cc1cc(NC(=O)CSc2ncn(-c3ccccc3)n2)no1	1	-15	-1	1	1	0	13	107	2	-3.1
C=CC[C@H](CC(=O)NCCO)C(=O)N[C@@H](COC(=O)[C@@H](CC=C)CC(=O)OC(C)(C)C)Cc1c[nH]c2ccccc12	-9	-2	1	1	x	0	7	101	-5	-1.1
C=CCn1c(C)cc(C(=O)COc2ccc(S(=O)(=O)N3CCCC3)cc2[N+](=O)[O-])c1C	-4	-9	3	-2	48	0	14	101	-10	-2.7
CN(C)c1ccc(/C=C2\CCCCC2=O)cc1	-9	1	-3	1	4	2	0	105	8	0.0
O=C(Cc1ccccc1)N/N=C/c1ccccc1OCc1ccc(Cl)cc1	-11	-12	2	0	2	-12	-4	100	-7	0.8
N=c1ccn2c(n1)OC1C(O)C(CO)OC12 (configuration not stated)	-5	-14	3	-4	8	-2	19	112	-10	-4.2
O=C(CSc1ncnc2c1oc1ccccc12)NCC1CCCO1 (configuration not stated)	3	3	6	0	-4	0	-2	87	13	0.4
CNC(=O)CCc1nc(-c2ccc(C(C)(C)C)cc2)no1	5	2	3	0	-5	-3	4	106	-5	-0.8
O=C(O)C(Cc1c[nH]c2ccccc12)NS(=O)(=O)c1ccc(Cl)c(C(F)(F)F)c1 (configuration not stated)	-2	4	-1	4	7	5	20	89	4	-4.4
CC(C)CC(=O)NC(NC(=S)Nc1cccc2cccnc12)C(Cl)(Cl)Cl (configuration not stated)	1	3	0	-4	13	-4	4	106	-11	-0.6
COc1ccc(CN(C)C(=O)c2cc(S(=O)(=O)N3CCCCCC3)ccc2OC)cc1OC	-6	6	13	-4	6	-4	-4	x	-18	0.8
COc1ccc(S(=O)(=O)N2CCN(CC(=O)N3c4ccccc4CC3C)CC2)cc1OC (configuration not stated)	-19	-5	22*	4	-7	1	15	96	-15	-2.8
Cc1ccc(-c2c(C)c(-c3ccc(F)cc3)nc(N)c2C#N)o1	0	-3	6	0	-8	-16	-41	98	-24	9.9
COc1ccc(CN(C)C(=O)Cn2ccc(N)nc2=O)cc1OC	-5	2	-3	-2	1	2	1	104	8	-0.3
Cc1ccccc1NC(=O)N1CCN(C(=O)c2ccco2)CC1	-7	2	5	1	2	-4	3	101	-16	-0.4
CC(=C/c1ccccc1)/C=N/Nc1nc(N2CCOCC2)nc(N2CCOCC2)n1	3	-8	-4	3	8	0	0	121	-16	0.0
O=C1CCCN1c1ccc(C(=O)N(Cc2nnc(-c3ccccc3Cl)o2)C2CC2)cc1	-1	-7	0	-3	6	1	-6	112	-3	0.9
CCOC(=O)c1c(C=O)c(C)n(Cc2ccccc2Cl)c1C	-13	-4	-2	-1	9	-6	-1	x	6	0.1
CCN(CCCNC(=O)C1CCN(S(=O)(=O)CC)CC1)c1cccc(C)c1	-9	11	8	-1	9	0	-7	99	17	1.2
N#C/C(=C\c1ccccc1[N+](=O)[O-])C(=O)NC1CCCCC1	-1	-15	9	1	41	-3	-4	102	-3	0.8
CCC1CCCCN1S(=O)(=O)c1ccc(S(=O)(=O)N(Cc2ccccn2)CC2CCCO2)cc1 (configuration not stated)	-5	-2	6	0	6	-4	4	106	-5	-0.8
CSc1ncccc1C(=O)Nc1nnc(C2CC2)s1	5	0	-1	-1	-1	1	16	101	3	-3.5
C=CCN1C(=O)N(c2ccc(F)cc2)C(=O)C1CC(=O)Nc1ccc(Cl)cc1 (configuration not stated)	7	12	2	4	10	0	13	97	-5	-2.3
COc1ccc(N2CCN(Cc3cc(=O)oc4cc5c(cc34)CCCC5)CC2)cc1	1	1	2	1	-2	-3	11	x	10	-2.7
CC(=O)N1CCc2cc(S(=O)(=O)NCCC(=O)NCCc3ccc(C)cc3)ccc21	-1	7	-1	0	25	1	0	x	-12	0.0
COc1ccc(C(=O)NCCCCCCNC(=O)c2ccc(OC)cc2)cc1	2	0	-1	-2	-2	-1	-1	88	3	0.2
CCc1ccc(Nc2n[n+](-c3ccccc3)c(-c3ccc(OCc4ccccc4)cc3)s2)cc1	-11	-6	9	0	2	-3	-6	101	-10	1.1
Cc1noc(C)c1S(=O)(=O)Nc1ccc2c(c1)C(=O)N([C@H](C)CO)C[C@H](C)[C@@H](CN(C)S(=O)(=O)c1ccccc1)O2	4	5	5	-2	32	-3	2	99	1	-0.4
Cc1ccc(S(=O)(=O)NC(C(=O)Oc2ccc3c(C(F)(F)F)cc(=O)oc3c2)c2ccccc2)cc1 (configuration not stated)	2	3	-3	2	-3	-3	4	100	4	-0.5
OC(CN1CCOCC1)Cn1cnc2ccccc21 (configuration not stated)	-6	-4	2	0	5	0	-3	99	-8	0.6
COCCn1c(SCC(=O)Nc2ccc3[nH]c(=O)[nH]c3c2)nc2ccccc2c1=O	3	2	2	5	-4	-3	13	101	-5	-2.4
COc1ccc(-c2nc(-c3ccc(O)cc3O)cs2)cc1OC	-13	3	-2	0	15	3	-13	99	5	2.6
S=C(NCCCc1ccccc1)Nc1ccc(Cl)cc1	-11	-2	5	1	8	-9	-34	102	-18	6.5
COc1ccccc1NC(=O)c1ccccc1NS(=O)(=O)N1CCCC1	-3	1	2	6	2	1	4	105	-8	-0.7
CCN(CC)c1ccc(/C=N/NC(=O)c2ccco2)cc1	-9	-2	4	0	-9	1	22	107	11	-4.9
Cc1ccc(C(=O)NC(C)c2ccc(-n3ccnc3)cc2)cc1 (configuration not stated)	3	-12	6	5	-2	-5	-33	113	-17	4.1
CC(C)c1ccc(S(=O)(=O)N2CCN(C(=O)Cc3ccsc3)CC2)cc1	4	8	7	-3	10	-3	-7	104	-17	1.3
COC(=O)c1c(NC(=O)C(C)(C)C)csc1C	0	-9	2	-3	-2	-1	-2	114	12	0.3
COc1ccc(CCNC(=O)CSc2nc3ccsc3c(=O)n2CC2CCC(C(=O)O)CC2)cc1OC (configuration not stated)	1	-2	-4	-1	1	0	7	x	3	-1.2
CN(C(=O)C1CCOC1)c1nnc(-c2cccnc2)s1 (configuration not stated)	1	4	4	3	-1	3	-10	95	9	1.8
COc1ccc(CCCN2CCC(CN3C(=S)NC[C@@H]3Cc3ccccc3)CC2)cc1OC	-4	4	-5	-2	25	0	7	112	18	-1.5
CCCn1c(SC/C(O)=C(\C#N)c2nc3ccccc3[nH]2)n[nH]c1=O	-9	-4	6	-2	1	2	20	85	5	-3.9
CC1CCCCN1C(=O)COc1ccc(S(=O)(=O)N2CCCC2)cc1[N+](=O)[O-] (configuration not stated)	-7	3	-3	-4	1	0	10	95	13	-2.7
CCOC(=O)c1[nH]c2ccc(Br)cc2c1NC(=O)CCN1CCCC(C)(C)C1	-5	-11	3	-3	3	-1	-4	70	-6	0.8
Cc1c(Cl)ccc(S(=O)(=O)NCCCn2ccnc2)c1Cl	0	-8	-1	-3	8	0	1	101	2	-0.3
C=C(C)c1cccc(C(C)(C)NC(=O)NC2CCN(Cc3ccccc3)CC2)c1	-7	-16	-3	-4	15	0	-2	106	9	0.4
Going on with the list:
SMILES	PKA-R2B activ	PKA-R1A activ	HTR5A ag	V-ATPase pH	Arrestin-AP2 inh	DAGLB inh	MOR-DOR inv ag	Pemphigus Ab inh	HTR5A inv ctr	MOR-DOR ag
O=S(=O)(NC1CCCCC1)c1cccc2nsnc12	6	6	4	-6	20	-1	4	113	-1	-0.7
Cc1ccc(C(=O)Nc2ccccc2N2CCCCC2)cc1S(=O)(=O)N1CCOCC1	-3	-6	2	3	5	0	-11	x	8	2.2
COc1ccc(C(=O)Nc2ccc3ccccc3c2)c(OC)c1	-2	-1	0	-2	-8	-7	-7	108	-15	1.4
Cn1c(=O)c2c(nc(CN3CCN(c4ccccc4)CC3)n2CCc2ccccc2)n(C)c1=O	-3	-1	10	-6	0	-1	-9	116	-9	2.0

Exported as labelled records: 4 of the compounds above.
Cc1cccc2nc(CSc3nncn3-c3ccccc3)cn12
  PKA-R2B activ: 3
  PKA-R1A activ: 6
  HTR5A ag: -2
  V-ATPase pH: 3
  Arrestin-AP2 inh: -3
  DAGLB inh: -18
  MOR-DOR inv ag: 15
  Pemphigus Ab inh: 106
  HTR5A inv ctr: 7
  MOR-DOR ag: -2.8

N#CCN1C(=S)N=C(Nc2cccc(Cl)c2)C12CCCCC2
  PKA-R2B activ: 3
  PKA-R1A activ: -10
  HTR5A ag: 1
  V-ATPase pH: -4
  Arrestin-AP2 inh: -1
  DAGLB inh: -3
  MOR-DOR inv ag: 2
  Pemphigus Ab inh: 107
  HTR5A inv ctr: -10
  MOR-DOR ag: -0.5

CC(=O)Nc1ccc(N/C=C/C(=O)c2ccco2)cc1
  PKA-R2B activ: -2
  PKA-R1A activ: 3
  HTR5A ag: -11
  V-ATPase pH: 1
  Arrestin-AP2 inh: 6
  DAGLB inh: 0
  MOR-DOR inv ag: 15
  Pemphigus Ab inh: 103
  HTR5A inv ctr: -1
  MOR-DOR ag: -2.7

O=C(O)Cn1cnc2ccccc2c1=O
  PKA-R2B activ: 5
  PKA-R1A activ: -1
  HTR5A ag: 0
  V-ATPase pH: 1
  Arrestin-AP2 inh: -1
  DAGLB inh: 3
  MOR-DOR inv ag: 16
  Pemphigus Ab inh: 99
  HTR5A inv ctr: 6
  MOR-DOR ag: -2.9
